Screens as filed in PubChem.
KCNQ1 block – human KCNQ1 channel inhibition | CHO-K1 KCNQ1, FluxOR thallium flux fluorescence; stronger effect = higher value | 1.3% of 310,000 active | B-score at 10 µM;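 active means compounds whose thallium flux B-score, printed positive for inhibition, exceeds three library SD while starting fluorescence stays within three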;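 further: channel opened by potassium depolarization with thallium stimulus after 20 min compound exposure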
MrgX1 PAM – allosterically activates human MrgX1 receptor signaling; B-score at 10 µM; 0.63% of 310,000 active; MrgX1-HEK293, Fluo-4 calcium flux, FDSS; stronger effect = higher value; Q96LB2;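 active means plate-corrected calcium response at least 3 library SD above typical, normal starting fluorescence, not activating the receptor alone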;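 further: compound read alongside a low EC10 to EC30 dose of BAM8-22 agonist; peak minus trough fluorescence over baseline measured at the second addition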
TMEM16A act – mouse TMEM16A channel activation, primary screen; Q8BHY3; HEK293 TMEM16A/YFP-H148Q/I152L, iodide quench fluorescence; stronger effect = lower value; B-score at 10 µM; 0.3% of 340,000 active; AID 623877;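 active means fluorescence-ratio B-score plate-corrected deviation score at least 3 library SD below zero, with starting fluorescence score within 5 deviations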;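 further: channel opened by trigger with iodide after compound preincubation; score built on the fluorescence ratio of max minus min over baseline; more negative score means more quench and so TMEM16A activation or potentiation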
hERG rescue – hERG (human) protection from proarrhythmic block; Q12809; CHO-hERG, FluxOR thallium flux, dofetilide IC70 present; activation (rescue from dofetilide block), less the hit threshold, % at 10 µM; 0.51% of 310,000 active;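 active means activation above the mean of controls blocked by dofetilide plus 5 SD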;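 further: thallium influx through hERG after potassium depolarization seen as dye fluorescence rise; in these data hits start at about 4.7%; inactives centre near -7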
Target sequence (Q12809 whole entry, looked up): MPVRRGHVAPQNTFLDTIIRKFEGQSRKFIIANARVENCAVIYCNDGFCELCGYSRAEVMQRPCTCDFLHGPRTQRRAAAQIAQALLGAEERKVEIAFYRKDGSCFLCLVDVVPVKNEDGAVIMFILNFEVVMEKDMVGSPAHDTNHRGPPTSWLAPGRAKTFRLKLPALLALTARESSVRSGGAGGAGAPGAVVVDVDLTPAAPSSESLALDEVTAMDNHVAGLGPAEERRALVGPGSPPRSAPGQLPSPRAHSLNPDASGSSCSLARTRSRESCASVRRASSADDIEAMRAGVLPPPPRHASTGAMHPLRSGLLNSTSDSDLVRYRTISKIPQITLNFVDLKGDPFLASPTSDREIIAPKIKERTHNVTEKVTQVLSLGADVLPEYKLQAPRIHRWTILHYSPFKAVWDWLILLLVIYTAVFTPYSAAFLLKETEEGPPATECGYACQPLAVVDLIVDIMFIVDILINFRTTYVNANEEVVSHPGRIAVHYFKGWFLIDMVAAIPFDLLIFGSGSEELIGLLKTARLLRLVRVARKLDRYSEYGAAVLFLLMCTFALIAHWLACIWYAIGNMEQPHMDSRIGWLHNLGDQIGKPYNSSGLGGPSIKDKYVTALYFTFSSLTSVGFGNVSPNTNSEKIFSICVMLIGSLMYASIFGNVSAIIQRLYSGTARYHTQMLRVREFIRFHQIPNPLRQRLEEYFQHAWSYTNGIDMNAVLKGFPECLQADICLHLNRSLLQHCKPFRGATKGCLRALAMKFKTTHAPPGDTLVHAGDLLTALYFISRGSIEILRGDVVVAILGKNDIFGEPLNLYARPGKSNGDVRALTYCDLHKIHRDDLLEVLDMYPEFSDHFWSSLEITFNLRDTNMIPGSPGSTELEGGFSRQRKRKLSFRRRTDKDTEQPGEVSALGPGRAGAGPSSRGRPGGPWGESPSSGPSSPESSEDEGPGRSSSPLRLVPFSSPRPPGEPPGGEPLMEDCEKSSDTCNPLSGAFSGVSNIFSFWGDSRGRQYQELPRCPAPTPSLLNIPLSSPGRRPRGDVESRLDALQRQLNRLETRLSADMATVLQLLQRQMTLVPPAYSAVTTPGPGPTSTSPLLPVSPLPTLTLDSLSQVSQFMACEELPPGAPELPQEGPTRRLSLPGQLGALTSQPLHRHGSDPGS
KCNK9 block – blocks the human KCNK9 two-pore domain potassium channel; Q9NPC2; HEK293 KCNK9, FluxOR thallium flux fluorescence; stronger effect = lower value; B-score at 10 µM; 1.2% of 310,000 active; AID 488922;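 active means ratio B-score over 3 SD below the library mean, with starting fluorescence within 5 SD of its mean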;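 further: negative B-score means less thallium flux so channel inhibition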
RGS4 pot – RGS4 potentiation or activation | HEK293 M3R/inducible RGS4, carbachol calcium flux Fluo4; stronger effect = lower value | B-score at 10 µM | 0.92% of 310,000 active | AID 463111;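 active means B-score of the integrated calcium signal more than 4 SD below the library mean, with starting fluorescence not abnormally high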;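 further: negative B-score means reduced calcium response which marks RGS4 activation or potentiation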
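Detection: kinetic calcium fluorescence imaging with Fluo4-AM dye, 2 µM / Material: HEK293 cells with stable M3R and inducible RGS4 / Schedule: recording 10 s baseline at 1 Hz, 100 s post-agonist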
MrgX1 ag – human MrgX1 receptor agonism, primary screen; AID 588627; MrgX1-HEK293 cells, Fluo-4 calcium fluorescence, agonist mode; stronger effect = higher value; 0.44% of 310,000 active; B-score at 10 µM; Q96LB2;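 active means calcium response B-score plate-corrected fluorescence ratio at least 3 library SD, with starting fluorescence B-score inside 5 SD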
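Material: MrgX1-expressing HEK293 cells; input: 15,000 cells per well; doses: test compound given as first of three sequential additions; schedule: overnight plating before 1 h dye loading; technique: Fluo-4 NW calcium-flux fluorescence, kinetic read; evaluation: baseline-normalised fluorescence change ratio, B-scored; control set: plate-wise positive and negative controls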
KCNQ1 pot – potentiates or activates the human KCNQ1 potassium channel. P51787. AID 2648. 0.35% of 310,000 active. B-score at 10 µM. CHO-K1 KCNQ1, thallium flux FluxOR fluorescence; stronger effect = higher value;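 active means fluorescence ratio B-score, a plate-corrected score, at least three library SD, with initial intensity B-score within 5 SD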
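Doses: Single concentration per compound, DMSO matched to controls | Test system: KCNQ1-transfected CHO-K1 cells | Timing: 90 min dye loading and 20 min compound exposure, both at room temperature | Measured by: Kinetic FluxOR thallium fluorescence, 10-s 1-Hz baseline, 110-s post-stimulus read | Medium: Assay buffer with matched DMSO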
ANO1 block – mouse TMEM16A channel inhibition, primary screen. HEK293 TMEM16A/YFP iodide influx fluorescence, ionomycin. AID 588511. 1.2% of 310,000 active. normalized B-score (activity score, 25-100; higher = stronger inhibition) at 10 µM;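 active means ratio plate-corrected score three or more library SD toward inhibition, starting fluorescence score within five deviations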;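 further: score derived from kinetic fluorescence span divided by baseline fluorescence per well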
KCNK3 block – human KCNK3 channel inhibition, primary screen; B-score at 10 µM; O14649; 0.84% of 340,000 active; CHO-KCNK3 thallium flux, FluxOR fluorescence; stronger effect = lower value;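 active means B-score under library mean minus 4 SD, starting fluorescence ratio at most library mean plus 5 SD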;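 further: more negative B-score means stronger inhibition of thallium flux through KCNK3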
RGS4 block – human RGS4 inhibition. HEK293 M3R/RGS4 inducible, Fluo-4 calcium flux; stronger effect = higher value; triggered by carbachol at its EC20. B-score at 10 µM. 0.45% of 310,000 active. AID 463165;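 active means B-score, a plate-corrected calcium signal, over three deviations above library mean, with baseline fluorescence within five deviations of library mean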;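 further: RGS4 expression induced by doxycycline in cells with stable M3 receptor; B-score is computed from the integrated fluorescence ratio over baseline after carbachol; higher B-score means a larger calcium signal and so more RGS4 inhibition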
* = called active by the depositor; i = inactive; / = not tested or not shown.

SMILES | KCNQ1 block | MrgX1 PAM | TMEM16A act | hERG rescue | KCNK9 block | RGS4 pot | MrgX1 ag | KCNQ1 pot | ANO1 block | KCNK3 block | RGS4 block
CCCn1nc(NS(=O)(=O)c2ccc(F)cc2)c2cc3ccccc3nc21 | i | i | i | -9.2 | i | i | i | i | i | i | i
CC1CCOC(c2coc3ccccc3c2=O)O1 (centres undefined) | i | i | i | -3.1 | i | i | i | i | i | i | i
CCNC(=S)NS(=O)(=O)c1ccc(C)cc1 | i | i | i | -9.0 | i | i | i | i | i | i | i
O=C(COc1ccc(Br)cc1)Nc1ccc2oc(=O)ccc2c1 | i | i | i | -2.6 | i | i | i | i | i | i | i
CCC(C(=O)O)N1C(=O)/C(=C/c2cccn2C)SC1=S (centres undefined) | / | i | i | / | / | / | i | / | i | i | /
O=S(=O)(NC1CC1)c1ccccc1 | i | i | i | 0.7 | i | i | i | i | i | i | i
Cc1cccc(C)c1NC(=S)NC(=O)CCc1ccccc1 | i | i | i | -16.7 | i | i | i | i | i | i | i
CCc1ncc(/C=C2\C(=O)Nc3ccccc32)[nH]1 | i | i | i | 2.4 | i | i | i | i | i | i | i
O=C(/C=C/c1ccccc1[N+](=O)[O-])Nc1cccnc1 | i | i | i | -11.0 | i | i | i | i | i | i | i
CC(C)(C)n1ncc2c(=O)n(CC(=O)c3ccccc3)cnc21 | i | i | i | -10.2 | i | i | i | i | i | i | i

The final 2 compounds of the part before are carried over, then new ones follow.
SMILES | KCNQ1 block | MrgX1 PAM | TMEM16A act | hERG rescue | KCNK9 block | RGS4 pot | MrgX1 ag | KCNQ1 pot | ANO1 block | KCNK3 block | RGS4 block
O=C(/C=C/c1ccccc1[N+](=O)[O-])Nc1cccnc1 | i | i | i | -11.0 | i | i | i | i | i | i | i
CC(C)(C)n1ncc2c(=O)n(CC(=O)c3ccccc3)cnc21 | i | i | i | -10.2 | i | i | i | i | i | i | i
NC(=O)C1CC(=O)N(CCc2ccc(F)cc2)C1 (centres undefined) | i | i | i | -7.2 | i | i | i | i | i | i | i
CC(C)c1ccc(Cc2nnc(NCCCO)[nH]c2=O)cc1 | i | i | i | -7.7 | i | i | i | i | i | i | i
O=C(OCn1nnc2ccccc2c1=O)c1ccc(O)cc1 | i | 12.2* | i | -14.6 | i | i | i | i | i | i | i
O=C1Nc2ccccc2OC1CC(=O)N1CCN(c2cccc(C(F)(F)F)c2)CC1 (centres undefined) | i | i | i | -13.3 | i | i | i | i | i | i | i
COc1cccc2c1OC1(C)CC2/C(=C(\C)O)C(=O)N1 (centres undefined) | i | i | i | -8.1 | i | i | i | i | i | i | i
Cc1ccc(NC(=O)NC2CCCN2S(=O)(=O)c2ccc(Cl)cc2)cc1 (centres undefined) | i | i | i | -17.9 | i | i | i | i | i | i | i
Cc1ccc(N2C(=O)CSC2c2cccnc2)c(Cl)c1 (centres undefined) | i | i | i | -5.6 | i | i | i | i | i | i | i
COc1ccc(CCN2C(=O)c3[nH]nc(-c4ccccc4O)c3C2c2cccc(Cl)c2)cc1 (centres undefined) | 9* | i | i | -3.5 | i | i | i | i | i | i | i
CCC(CC)C(=O)N=C1SC2CS(=O)(=O)CC2N1CCc1ccc(OC)cc1 (centres undefined) | i | i | i | -0.9 | i | i | i | i | i | i | i
COc1ccc(CCNC(=O)c2nnn(CC(=O)Nc3c(C)cc(C)cc3C)c2N)cc1OC | i | i | i | -8.8 | i | i | i | i | i | i | i
c1ccc(-c2cc(-c3nnco3)c3ccccc3n2)nc1 | i | i | i | -10.9 | i | i | i | i | i | i | i
O=S(=O)(c1ccc(F)cc1)N1CCN(c2ncnc3c2cnn3-c2ccccc2)CC1 | i | i | i | -1.4 | i | i | i | i | i | i | i
Cc1ccc(N(C(=O)CNC(=O)c2ccco2)C(C(=O)NCC2CCCO2)c2ccccc2)c(C)c1 (centres undefined) | i | i | i | -5.7 | i | i | i | i | i | i | i
Cc1noc(C)c1COc1ccc(C(=O)OCC(=O)NC23CC4CC(CC(C4)C2)C3)cc1 | i | i | i | -9.6 | i | i | i | i | i | i | i
CC(=O)Nc1ccc(C(=O)CN2C(=O)CSC2=O)cc1 | i | i | i | -3.9 | i | i | i | i | i | i | i
CC(=O)N(CCC(Cc1ccccc1)c1ccc2c(c1)OCO2)Cc1ccccc1F (centres undefined) | 6* | i | i | -6.4 | -15.8* | i | i | i | i | i | i
CCOC(=O)C1(C(F)(F)F)N=C(c2cccnc2)OC(N2CCOCC2)=N1 (centres undefined) | i | i | i | -12.0 | i | i | i | i | i | i | i
COc1ccc(NC(=S)Nc2cc(C)[nH]n2)cc1Cl | i | i | i | -8.8 | i | i | i | i | i | i | i
O=[N+]([O-])c1ccc2[nH]cc(S(=O)(=O)N3CCN(c4cccc(Cl)c4)CC3)c2c1 | i | i | i | -8.8 | i | i | i | i | i | i | i
Cn1nc(C(C)(C)C)cc1NC(=O)Nc1ccc(Cl)cc1 | 7* | i | i | -17.1 | i | i | i | i | i | i | i
CCOc1ccc(C2=C(C=C(C#N)C#N)C(c3ccccc3)c3ccccc3O2)cc1 (centres undefined) | i | i | i | -9.0 | -11.5* | i | i | i | i | i | i
COc1cccc(/C=N/n2c(C3CCCCC3)n[nH]c2=S)c1O | i | i | i | -4.7 | i | i | i | i | i | i | i
CC(C)(C)c1nc2scc(-c3ccc(Br)cc3)c2c(=O)o1 | i | i | i | -5.3 | i | i | i | i | i | i | i
COCCCN(C(=O)Nc1cccc(Cl)c1)C(C)c1ccccn1 (centres undefined) | i | i | i | -21.9 | i | i | i | i | i | i | i
Cc1ccc(CSC2=NCCN2S(=O)(=O)c2ccc(F)cc2)cc1 | i | i | i | -9.4 | i | i | i | i | i | i | i
CC(Sc1nnc(-c2ccco2)n1C)C(=O)Nc1nccs1 (centres undefined) | i | i | i | -6.9 | i | i | i | i | i | i | i
Cc1ccc(C(=O)N2CCCCC2)cc1S(=O)(=O)N1CCCCCC1 | i | i | i | -9.1 | i | i | i | i | i | i | i
O=C(/C=C/c1ccc(Cl)cc1Cl)NCc1ccco1 | i | i | i | -6.8 | i | i | i | i | i | i | i
CCCCNC(=O)O[C@@H]1C[C@@H]2CCN3C(=O)CCC[C@H]([C@H]1CC)[C@H]23 | i | i | i | 0.7 | i | i | i | i | i | i | i
Cc1cccc2cc(CN(Cc3cccs3)C(=S)NCc3ccco3)c(=O)[nH]c12 | i | i | i | -12.7 | i | i | i | i | i | i | i
O=C(c1ccc(CN2CCOCC2)cc1)N1CCN(c2cccc(Cl)c2)CC1 | i | i | i | -4.7 | i | i | i | i | i | i | i
COc1ccc(C)cc1NC(=O)CSc1nnc(COc2ccc(C)cc2)n1Cc1ccco1 | i | i | i | -0.9 | i | i | i | i | 25* | i | i
CCCCC1=CC2=C(c3ccco3)C(=O)C(C)(OC(=O)c3ccc(OC)cc3)C(=O)C2=CN1Cc1ccccc1 (centres undefined) | i | i | i | -20.0 | i | i | i | i | i | i | i
O=C(COC(=O)c1cc([N+](=O)[O-])ccc1NCc1ccccc1)NC1CCCCC1 | i | i | i | -3.2 | i | i | i | i | i | i | i
CC1=C(C)C(=O)OC(C(C)C2CCC3C4CC=C5CC(OC6OC(COC7OC(CO)C(O)C(O)C7O)C(O)C(O)C6O)CC(O)C5(C)C4CCC23C)C1 (centres undefined) | i | i | i | -2.8 | i | i | i | i | i | i | i
CC(C(=O)NCC1CCCCC1)N(C)Cc1ccc(Cl)cc1 (centres undefined) | 9* | i | i | -18.1 | -7.17* | i | i | i | i | -9.72* | i
CCN(CC)C1CCN(Cc2c(C(=O)N3CCCCCCC3)nc3ccc(Cl)cn23)C1 (centres undefined) | i | i | i | -12.4 | i | i | i | i | i | i | i
COc1ccccc1NC(=O)CN(c1ccc(C23CC4CC(CC(C4)C2)C3)cc1)S(C)(=O)=O | i | i | i | -11.1 | i | i | i | i | i | i | i
COCCNC(=O)c1ccc2c(c1)nc(C)n2-c1cc(OC)c(OC)c(OC)c1 | i | i | i | -4.9 | i | i | i | i | i | i | i
O=C(O)c1cc(S(=O)(=O)N2CCCc3ccccc32)ccc1Cl | i | i | i | -6.5 | i | i | i | i | i | i | i
CCOC(=O)C1=NN(c2ccc([N+](=O)[O-])cc2)CC1C(=O)OC (centres undefined) | i | i | i | -5.2 | i | i | i | i | i | i | i
Cc1ccc(NC2CCCN(C(=O)Cc3nonc3C)C2)cc1C (centres undefined) | i | i | i | -7.2 | i | i | i | i | i | i | i
Cc1ccc(C(=O)CSc2cnc3ccccc3n2)cc1C | i | i | i | -7.6 | i | i | i | i | i | i | i
CC(C)(C)OC(=O)N/N=C/c1c[nH]c2ccccc12 | i | i | i | -7.0 | i | i | i | i | i | i | i
O=C(Nc1ccc(C(=O)O)cc1)/C(=C\c1ccco1)NC(=O)c1ccco1 | i | i | i | -4.3 | i | i | i | i | i | i | i
Cc1c(N=c2scc(-c3ccccc3)n2CCO)c(=O)n(-c2ccccc2)n1C | i | i | i | -2.1 | i | i | i | i | i | i | i
CC1Cc2cc(S(=O)(=O)NCCc3ccccc3)ccc2N1C(=O)C1CC1 (centres undefined) | i | i | i | -4.2 | i | i | i | i | i | i | i
CC1(C)CC(=O)C(C=NCCN2CCN(C3CC(=O)N(c4ccc(F)cc4)C3=O)CC2)=C(O)C1 (centres undefined) | i | i | i | -15.6 | i | i | i | i | i | i | i
O=C(O)/C=C/C(=O)NNC(=O)c1ccccc1Br | i | i | i | -7.0 | i | i | i | i | i | i | i
COc1cccc(NC(=O)CN2C(=O)C3(OCCCO3)c3ccccc32)c1 | i | i | i | -6.2 | i | i | i | i | i | i | i
COc1cc(NC(=O)CN(C)CCOc2ccccc2)c(C)cc1[N+](=O)[O-] | i | i | i | -11.4 | i | i | i | i | i | i | i
COc1ccc(S(=O)(=O)NCCN2CCOCC2)cc1Br | i | i | i | -4.2 | i | i | i | i | i | i | i
C=CCn1c(=O)/c(=C\c2ccsc2)s/c1=C(/C#N)C(=O)NCCN1CCOCC1 | i | i | i | -10.1 | i | i | i | i | i | i | i

Outcome played no part in choosing rows; 6.3% or so of the library scored in one or more.
